Screening results deposited in PubChem by Sanford-Burnham Center for Chemical Genomics.
EBI2 block: EBI2 (human) antagonism; P32249; EBI2 beta-arrestin recruitment, luminescence, 7a,25-OHC stimulated; inhibition, % at 5 µM; actives 0.81% (n = 360,000); AID 651636; in the data active = inhibition above about 38%;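 also: enzyme fragment complementation signal reports receptor beta-arrestin coupling in cells; 0% = agonist plus DMSO wells and 100% = wells without agonist; some results beyond the cut were filed as inactive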
Target sequence (P32249 whole entry, looked up, the tested form may be a part): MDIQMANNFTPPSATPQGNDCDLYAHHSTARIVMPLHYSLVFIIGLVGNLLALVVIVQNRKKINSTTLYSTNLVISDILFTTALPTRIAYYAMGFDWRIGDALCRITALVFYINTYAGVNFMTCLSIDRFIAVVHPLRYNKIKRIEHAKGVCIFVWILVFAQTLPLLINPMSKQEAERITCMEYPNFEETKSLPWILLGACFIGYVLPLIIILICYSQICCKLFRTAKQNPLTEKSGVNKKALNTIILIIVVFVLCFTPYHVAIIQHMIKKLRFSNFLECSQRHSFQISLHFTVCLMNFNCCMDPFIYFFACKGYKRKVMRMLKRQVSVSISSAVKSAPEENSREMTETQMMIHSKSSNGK
CXCR6 inh: blocks human CXCR6 beta-arrestin recruitment; CHO-K1 PathHunter CXCR6 beta-arrestin, luminescence; O00574; inhibition, % at 20 µM; actives 0.36% (n = 360,000); in the data active = inhibition above about 34%, passing the limit was not always enough;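 also: antagonist mode with CXCL16 agonist at 10 nM final; 0% = 10 nM CXCL16 with DMSO and 100% = unstimulated wells without agonist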
Target sequence (O00574 whole entry, looked up): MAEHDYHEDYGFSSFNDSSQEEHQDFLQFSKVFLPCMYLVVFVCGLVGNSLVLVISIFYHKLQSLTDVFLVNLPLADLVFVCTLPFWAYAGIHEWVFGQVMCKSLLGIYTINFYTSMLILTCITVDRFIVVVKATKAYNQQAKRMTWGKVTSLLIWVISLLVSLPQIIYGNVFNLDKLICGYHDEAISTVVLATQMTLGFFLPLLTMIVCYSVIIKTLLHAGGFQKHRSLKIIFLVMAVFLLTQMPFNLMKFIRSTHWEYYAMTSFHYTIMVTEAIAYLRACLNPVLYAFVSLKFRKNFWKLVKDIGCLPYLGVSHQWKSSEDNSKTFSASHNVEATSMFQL
* marks the source's active call; other numbers are inactive results. Not all compounds are listed (hit frequency here may not be typical).

Start of the listing, in advance, 2 compounds:
item	Compound	EBI2 block	CXCR6 inh
1	O=C1NC(Cc2ccc(O)cc2)c2nc3ccc(Br)cc3c(=O)n2-c2ncccc21 (configuration not stated)	-1	-2
2	Cc1ccccc1CN(C)C[C@H]1OCc2cnnn2CCCC(=O)N([C@@H](C)CO)C[C@@H]1C	-4	-2

This part in full, repeating the preview:
item	Compound	EBI2 block	CXCR6 inh
1	O=C1NC(Cc2ccc(O)cc2)c2nc3ccc(Br)cc3c(=O)n2-c2ncccc21 (configuration not stated)	-1	-2
2	Cc1ccccc1CN(C)C[C@H]1OCc2cnnn2CCCC(=O)N([C@@H](C)CO)C[C@@H]1C	-4	-2
3	COc1ccc(C(=O)c2[nH]c(N)c(C(N)=O)c2-c2ccc(OC)c(OC)c2)cc1	15	2
4	COc1ccc(CC(N)c2csc(NC(=O)Nc3ccccc3-c3ccccc3)n2)cc1 (configuration not stated)	-5	-14
5	CN(C)CCN1CCN(c2cc(-c3cccc(Cl)c3)nc3ccnn23)CC1	-13	-1
6	CC(C)c1ccc(NC(=O)C2(C)Cc3c(-c4ccc5c(c4)OCO5)ccnc3O2)cc1 (configuration not stated)	-1	21
7	CC(=NNC1=NCCN1)c1cnn(C2=NCCN2)c1C	-6	-9
8	COc1cccc(S(=O)(=O)N(C)C[C@@H]2OCc3cnnn3CCCC(=O)N([C@H](C)CO)C[C@H]2C)c1	-4	-2
9	O=C(NCc1ccccc1Cl)[C@H]1CCCN1C(=O)[C@H]1CCCN1C(=O)c1cccc2ccccc12	-11	-5
10	Cc1ccc(S(=O)(=O)N2CCCCC2)cc1NC(=O)CN1CCCC1c1cccs1 (configuration not stated)	3	5
11	CCOc1cc(OCC)cc(C(=O)N2CCC[C@H]2C(=O)N2CCC[C@H]2C(=O)NCc2ccncc2)c1	-7	5
12	CSc1ccc(CN2C(=O)C(C)Sc3ccc(C(C)=O)cc32)cc1 (configuration not stated)	5	2
13	COC(=O)[C@@]1(Sc2ccc(C)cc2)CC(=O)N[C@@H]1c1ccco1	-6	-1
14	CN1C(=O)CCS(=O)(=O)C1c1ccc(Cl)c(Cl)c1 (configuration not stated)	-3	0
15	C[C@H]1CN([C@@H](C)CO)C(=O)c2cc(Br)cnc2O[C@H]1CN(C)Cc1ccc(Oc2ccccc2)cc1	12	6
16	COC(=O)[C@]12CCCCC=C1N(Cc1ccco1)C(=O)[C@H](CC(=O)NCCCN1CCCC1=O)C2	-14	4
17	CCCn1c(SCC(=O)N(C)C2CCCCC2)n[nH]c1=O	-7	3
18	COc1cc(NS(=O)(=O)c2ccc(C)cc2)c2c(c1N)C(=O)c1ccccc1C2=O	-1	29
19	CC1CCCCc2nc3c(c(=O)n21)CCCC3 (configuration not stated)	-9	-8
20	COc1ccc(S(=O)(=O)N2CCCCCC2)cc1C(=O)N1CCN(C(C)=O)CC1	3	5
21	OCCNc1ncnc2c1ncn2[C@H]1CN(Cc2ccco2)C[C@@H](CO)O1	-2	-12
22	COc1ccc(C#Cc2cnc3c(c2)C(=O)N([C@@H](C)CO)C[C@@H](C)[C@@H](CN(C)CC2CCOCC2)O3)cc1	5	-5
23	COc1ccccc1C(=O)C1CCCN(C(=O)c2ccc(Cl)cc2)C1 (configuration not stated)	2	1
24	COc1ccc(C(O)c2cnc(C)n2Cc2ccccc2)cc1 (configuration not stated)	2	0
25	CC1(C(=O)NCc2ccccc2)CCC(=O)N1CC(F)(F)F (configuration not stated)	-7	-4
26	O=C(Nc1ccn(CCCN2CCN(Cc3cccc4ccccc34)CC2)c(=O)n1)OCc1ccccc1	-1	-2
27	COc1cccc(CNC(=O)[C@@H]2CCCN2C(=O)[C@H]2CCCCN2C(=O)c2cccc3ccccc23)c1	-14	1
28	C[C@H]1CNC(=O)c2c(C(=O)N3CCN(C(=O)OC(C)(C)C)CC3)ncn21	-7	3
29	Cc1csc(SCC(=O)Nc2ccc(CC#N)cc2)n1	-1	3
30	O=C(NC(Cc1ccccc1)C(=O)N1CCN(c2ccc(F)cc2)CC1)c1ccccc1 (configuration not stated)	4	-1
31	COc1cccc(NC(=O)N(C)C[C@H]2Oc3ncc(Br)cc3C(=O)N([C@H](C)CO)C[C@H]2C)c1	1	-2
32	CC(C)NC(=O)c1cc(C2CCCCN2S(=O)(=O)c2ccc(C#N)cc2)on1 (configuration not stated)	-6	3
33	C[C@@H]1CN([C@@H](C)CO)C(=O)c2cc(NC(=O)Nc3ccccc3)ccc2O[C@@H](C)CCCCO[C@H]1CN(C)C(=O)Nc1ccc(C(F)(F)F)cc1	6	-1
34	COCCNC(=O)C1CCCN(C(=O)c2oc3ccccc3c2C)CC1 (configuration not stated)	-9	0
35	Cn1c(=O)c2cc(NC(=O)NCCc3cccs3)ccc2n1C/C=C/c1ccccc1	-5	-6
36	COc1ccc(C(=O)CC(C(=O)O)c2ccc(OC)c(OC)c2)cc1OC (configuration not stated)	-10	-1
37	CC(C)C[C@H]1CNC(=S)N1C[C@H]1CCCN1C[C@H](CC(C)C)N1C[C@H](Cc2ccc(O)cc2)N(CC2CCCCCC2)C1=S	60*	8
38	C[C@H](CO)N1C[C@H](C)[C@@H](CN(C)C(=O)CN2CCOCC2)Oc2cc(Br)ccc2S1(=O)=O	-2	-9
39	C[C@@H]1CN([C@@H](C)CO)S(=O)(=O)c2ccc(Br)cc2O[C@H]1CN(C)C(=O)Nc1ccc2c(c1)OCO2	-5	0
40	CC1(C(=O)NS(=O)(=O)Cc2cccc(Cl)c2)CCN1C(=O)C/C=C/c1ccccc1 (configuration not stated)	2	-6
41	COc1cccc(NC(=O)CN2CCC(NC(=O)c3ccccc3C)CC2)c1	-3	-6
42	O=C1CN(C(=O)CN2CCN(S(=O)(=O)c3ccccc3F)CC2)c2ccccc2N1	2	2
43	COc1ccc(C(=O)Nc2ccc3c(c2)OCCO3)c(OC)c1	2	7
44	O=C(C[C@H]1C(=O)N(c2ccccc2)C[C@@H]1Cc1ccccc1)Nc1ccc(Br)cc1	6	11
45	OC(c1ccccc1)c1ncc(-c2cccc(C(F)(F)F)c2)[nH]1 (configuration not stated)	-1	-3
46	CCOc1ccc(CCNC(=O)C2CCCN(S(=O)(=O)N3CCCCC3)C2)cc1OCC (configuration not stated)	-9	10
47	CCCCC[C@@H](C)N1C[C@@H](COCc2ccccc2)Oc2cc(N3CC[C@@H](O)C3)ccc2S1(=O)=O	45*	11
48	CC(=O)c1cc2cccc(OC3(C)CCN(Cc4ccc5ccccc5c4)C3)c2o1 (configuration not stated)	-4	-8
49	C[C@H]1CN([C@@H](C)CO)C(=O)CCCn2nncc2CO[C@H]1CN(C)S(=O)(=O)c1ccc(C#N)cc1	-4	1
50	O=C(Nc1ccc2c(c1)OCCO2)C(C1CC1)N1CCN(c2ccc(C(F)(F)F)cn2)CC1 (configuration not stated)	-4	6

Part of the list above, with two lines to a compound.
Values run as follows: EBI2 block	CXCR6 inh
(39) C[C@@H]1CN([C@@H](C)CO)S(=O)(=O)c2ccc(Br)cc2O[C@H]1CN(C)C(=O)Nc1ccc2c(c1)OCO2
 : -5	0
(40) CC1(C(=O)NS(=O)(=O)Cc2cccc(Cl)c2)CCN1C(=O)C/C=C/c1ccccc1 (configuration not stated)
 : 2	-6
(41) COc1cccc(NC(=O)CN2CCC(NC(=O)c3ccccc3C)CC2)c1
 : -3	-6
(42) O=C1CN(C(=O)CN2CCN(S(=O)(=O)c3ccccc3F)CC2)c2ccccc2N1
 : 2	2

(listing goes on)
item	Compound	EBI2 block	CXCR6 inh
51	Cc1ncc(C(O)c2ccccc2)n1Cc1ccccc1 (configuration not stated)	4	-5
52	CSCC[C@H]1COC[C@@H](Cc2ccccc2)N1c1ccccc1	5	2
53	CCOC(=O)N1CCN(C(=O)C[C@@H]2C[C@@]3(C(=O)OCC)CCCC=C3N(Cc3ccc4c(c3)OCO4)C2=O)CC1	7	5
54	Cc1ccc([C@H]2C[C@@H](O)[C@H](n3cc(C4CC4)nn3)CN2CC2CCCCC2)cc1	11	3
55	O=C(NCc1nnc(SCC(=O)N2CCOCC2)o1)c1ccccc1	-7	4
56	O=C(Oc1ccccc1)N1CCCCC1	-8	-3
57	CC(=O)Oc1cccc(C2=CC(=O)CC(C)(C)C2=O)c1	1	-7
58	O=C(NNC(=O)c1csc(-c2ccccc2)n1)c1ccccc1	6	35
59	COCCNC(=O)C1CCCN(C(=O)c2ccc(F)c(C)c2)CC1 (configuration not stated)	-7	-4
60	COCOCCn1cc(CN2CCS(=O)(=O)N(Cc3ccc(-c4ccc(C)cc4)cc3)C(C(C)C)C2=O)nn1 (configuration not stated)	3	-2
61	CCCCC[C@H](C)N1C[C@@H](COCc2ccccc2)Oc2cc(N3CCC[C@@H]3CO)ccc2S1(=O)=O	0	-10
62	Cc1ccc(S(=O)(=O)N2C[C@H]3[C@H]4C(=O)N(Cc5ccccc5)C(=O)[C@H]4CC(=O)[C@H]3[C@@H]2c2ccccc2)cc1	0	7
63	COc1cccc(CNc2nc3cc(-c4ccccc4CO)sc3c(=O)n2C)c1	8	2
64	COc1cc(CN2C(=O)C(CCc3ccccc3)ON=C2c2cnccn2)cc(OC)c1 (configuration not stated)	13	-1
65	CC1(C(=O)NCc2ccc(C(F)(F)F)cc2)CCN1Cc1ccccc1OC(F)F (configuration not stated)	14	6
66	O=c1cc(CN2CCCCC2)c2ccccc2o1	-1	-1
67	CC(C)c1ccc(C(=O)OCC(=O)Nc2cccc(S(=O)(=O)NC3=NCCC3)c2)cc1	-1	-4
68	NS(=O)(=O)c1cccc(C(=O)N2CCCc3ccccc32)c1	-4	-2
69	CCOC(=O)C1=C(C)NC(C)=C(C(=O)OCC)C1c1ccc(OC)c(OC)c1	8	4
70	COc1ccc([C@H]2C[C@@H](n3cc(-c4ccc(F)cc4)nn3)[C@H](O)CN2C(=O)C2CCCCC2)cc1	15	-2
71	COc1cccc(C(=O)N2CCCc3ccccc32)c1OC	1	1
72	CC(=O)c1sc(NC(=O)CCc2ccccc2)nc1C	1	4
73	O=C(CNc1ccc(Br)cc1)Nc1ccc(S(=O)(=O)N2CCCCC2)cc1	30	3
74	COc1cc(-c2nnc(NC(=O)CS(=O)(=O)c3ccc(Cl)cc3)o2)cc(OC)c1OC	4	-2
75	CC(=O)c1ccc(OC2(C)CCN(Cc3ccc4ccccc4c3)C2)cc1 (configuration not stated)	-1	-5
76	CCn1c(SCC(=O)Nc2ccccc2)nc2c(c1=O)SCC2	-15	-3
77	COc1cccc(Nc2nc3cc(C)ccc3cc2C)c1	3	18
78	C[C@H](c1ccccc1)N1C[C@@H](COCc2ccccc2)Oc2cc(N3CCC[C@H]3CO)ccc2S1(=O)=O	12	-4
79	CC(=O)Nc1ccc(NC(=O)c2cc(-c3cc(F)ccc3OCC3CCCO3)n[nH]2)cc1 (configuration not stated)	-9	-6
80	CC1(C(=O)NS(=O)(=O)c2cccc(Cl)c2)CCN1C(=O)c1ccccc1CCc1ccccc1 (configuration not stated)	1	-3
81	O=C(O)c1ccc(Cl)c(NC(=O)C2CCN(S(=O)(=O)c3ccc4c(c3)OCCO4)CC2)c1	-8	-10
82	Cn1cnc(S(=O)(=O)N2CCCC(c3cc(C(=O)Nc4ccc(F)c(Cl)c4)no3)C2)c1 (configuration not stated)	-3	-3
83	CCOc1ccc(CCN2C(=O)C(=O)N([C@@H](Cc3ccccc3)CN3CCC[C@H]3CN3C(=O)C(=O)NC[C@@H]3CC(C)C)C[C@@H]2Cc2ccc(O)cc2)cc1	6	14
84	OC(c1ccc(Cl)c(F)c1)c1ncc(-c2ccccc2C(F)(F)F)[nH]1 (configuration not stated)	6	-5
85	CSc1ccc(Cn2c(C)c(C(=O)NCc3ccc(C(C)C)cc3)sc2=O)cc1	11	-2
86	NC(Cc1ccc(Cl)cc1)c1csc(Nc2ccc(-c3ccccc3)nn2)n1 (configuration not stated)	0	-2
87	COc1cc(C(=O)N2CCCC(c3cc(C(=O)NCc4ccccc4)no3)C2)cc(OC)c1C (configuration not stated)	34	6
88	CC(C)NC(=O)N(C)C[C@H]1OCCCC[C@@H](C)Oc2ccc(NC(=O)C3CCCCC3)cc2C(=O)N([C@H](C)CO)C[C@@H]1C	-7	-4
89	C[C@@H]1CN([C@@H](C)CO)C(=O)c2cc(Br)cnc2O[C@@H]1CN(C)C(=O)CN(C)C	-5	-4
90	CCOC(=O)[C@]12CCCC=C1N(Cc1ccco1)C(=O)[C@H](CC(=O)N1CCCCC1)C2	3	-7
91	O=C1c2cccc3c2C2(O)c4c1cccc4C(=O)c1cccc(c12)C3=O	-18	2
92	CC(C)C[C@H]1CNC(=O)C(=O)N1C[C@H]1CCCN1C[C@H](CC(C)C)N1C[C@H](Cc2ccccc2)N(CC2CCCCC2)C(=O)C1=O	-13	-2
93	CC1(c2nnnn2-c2ccc3c(c2)OCCO3)CCC(=O)N1CC1CCCCC1 (configuration not stated)	2	0
94	S=c1nc(-c2ccccn2)c(-c2ccccn2)n[nH]1	-13	-14
95	CCOC(=O)c1cc(OC(=O)Cc2ccc(OC)c(S(=O)(=O)N3CCOCC3)c2)cc(C(=O)OCC)c1	4	2
96	CC(C)(C)NC(=O)C1c2ccccc2OCC(=O)N1CCc1ccccc1 (configuration not stated)	2	-4
97	Cc1ccc2cc(NC(=O)C3(C)CCN(C)C3)ccc2n1 (configuration not stated)	-18	-3
98	CCc1nc2c(OCc3ccc(F)c(F)c3)cccn2c1N(C)C(=O)c1ccco1	1	-4
99	Cc1nnc(SCC(=O)Nc2cccc(S(=O)(=O)N3CCCC3)c2)n1C1CC1	-1	-3
100	O=C(OC1CC2CC1[C@H]1CCCCN1C2=O)N1CCN(C(=O)c2ccccc2)CC1 (some centres not stated)	4	2
101	COc1cccc(Cn2c(Cn3c(-c4cnccn4)nc4ccccc43)nc3ccccc32)c1	9	-2
102	CS(=O)(=O)Nc1ccc(-c2cnc3cccnn23)cc1	-8	-1
103	C[C@H](CO)N1C[C@H](C)[C@H](CN(C)C(=O)Nc2ccc(C(C)(C)C)cc2)OCc2cnnn2CCCC1=O	-11	-5
